Compound activity deposited in PubChem by several laboratories.
DAX1 inh-1: DAX1 (NR0B1) inhibitors, primary screen, cell-based, HEK293, Gal4-DAX1, luciferase luminescence. Nuclear receptor subfamily 0 group B member 1 (Homo sapiens), P51843. HEK293 Gal4-DAX1 luciferase reporter. inhibition, % at 6.75 µM. 340,000 tested, 0.99% active. AID 504766, 2011;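 active = inhibition above the mean over all tested compounds plus 3 SD, cut at about 4.2% in these data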;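 note: 0% = DAX1-transfected cells with DMSO and 100% = empty-vector control cells with DMSO; inhibition shows as a rise in luminescence from relieved DAX1 repression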
Target sequence (P51843 207-470 limits assumed): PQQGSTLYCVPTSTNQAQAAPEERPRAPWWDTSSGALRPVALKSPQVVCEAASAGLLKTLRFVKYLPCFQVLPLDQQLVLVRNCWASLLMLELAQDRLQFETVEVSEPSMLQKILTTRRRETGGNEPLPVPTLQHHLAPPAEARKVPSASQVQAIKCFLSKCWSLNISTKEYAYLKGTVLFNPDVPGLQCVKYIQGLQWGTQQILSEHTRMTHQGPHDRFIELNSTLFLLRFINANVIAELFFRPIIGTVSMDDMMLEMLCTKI
GAA850 FXN act: FXN promoter activators, primary screen, cell-based, luciferase luminescence, HEK293 lucGAA850; AID 540364, 2011; 360,000 tested, 0.56% active; activation, % at 6 µM; HEK293 lucGAA850 FXN promoter luciferase reporter, 24 h; percent of 10 µM SAHA response;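 active = activation above the average of all compounds screened plus 3 SD, cutoff fixed separately per campaign, cut at about 7.5% in these data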;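 note: 0% = DMSO wells and 100% = 10 µM SAHA wells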
hcDAF-12 act: H. contortus DAF-12 nuclear receptor activators, primary screen, cell-based, luminescence, HEK293, lit1-tk-luc reporter; 370,000 tested, 1.4% active; activation, % at 6.8 µM; HEK293 hcDAF-12 lit1-tk-luc reporter; 0% DMSO, 100% Δ7-dafachronic acid; AID 652067, 2013;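 active = activation above the mean of all tested compounds plus 3 SD, cut at about 5.5% in these data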;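 note: 100% = response to 3 µM Δ7-dafachronic acid high control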
PLC-beta3 inh: human PLC-beta3 inhibitors, primary screen, biochemical, fluorescence; 1-phosphatidylinositol 4,5-bisphosphate phosphodiesterase beta-3 (Homo sapiens), Q01970; Purified PLC-beta3, fluorogenic substrate; inhibition, % at 12.2 µM; 370,000 tested, 0.18% active; AID 720704, 2013; in the data active = inhibition above about 11%;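 note: 0% = median of compound wells on plate and 100% = full blocker control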
NR1D1 modulator: modulators of Rev-erb alpha DNA binding, primary screen, biochemical, FITC-DNA, fluorescence polarization, uHTS; 370,000 tested, 0.79% active; Nuclear receptor subfamily 1 group D member 1 (Homo sapiens), P20393; Rev-erbα–FITC-DNA binding, 90 min; AID 1259318, 2017; activity, % at 10 µM;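 active = activity above about 14%, limit read from the data; passing the limit was not always enough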;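 note: 0% = DMSO wells with 35 nM protein and 100% = DMSO wells with 750 nM protein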
Target sequence (P20393 whole entry, looked up): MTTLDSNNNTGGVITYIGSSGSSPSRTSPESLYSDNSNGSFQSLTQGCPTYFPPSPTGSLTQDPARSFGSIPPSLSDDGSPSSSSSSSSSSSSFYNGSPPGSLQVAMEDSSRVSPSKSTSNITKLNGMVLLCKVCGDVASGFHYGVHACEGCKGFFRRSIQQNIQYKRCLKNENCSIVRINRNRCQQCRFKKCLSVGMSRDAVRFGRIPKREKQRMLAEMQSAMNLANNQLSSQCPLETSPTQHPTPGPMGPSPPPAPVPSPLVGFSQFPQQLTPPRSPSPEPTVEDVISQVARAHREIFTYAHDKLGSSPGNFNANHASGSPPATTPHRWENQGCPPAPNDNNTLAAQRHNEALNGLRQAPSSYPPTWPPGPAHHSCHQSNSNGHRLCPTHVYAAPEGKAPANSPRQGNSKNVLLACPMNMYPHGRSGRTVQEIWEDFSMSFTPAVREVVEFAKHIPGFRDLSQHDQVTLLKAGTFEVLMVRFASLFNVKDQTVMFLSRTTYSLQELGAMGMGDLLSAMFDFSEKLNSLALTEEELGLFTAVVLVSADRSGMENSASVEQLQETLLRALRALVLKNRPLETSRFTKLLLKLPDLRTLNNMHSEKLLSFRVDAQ
ssDAF-12 act: S. stercoralis DAF-12 nuclear receptor activators, primary screen, cell-based, luminescence, HEK293, GRIP1 co-expression, lit1-tk-luc; AID 652126, 2013; 370,000 tested, 1% active; Nuclear hormone receptor DAF-12 (Strongyloides stercoralis); HEK293 ssDAF-12/GRIP1 lit1-tk-luc reporter; % of 3 µM dafachronic acid response; activation, % at 6.8 µM;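 active = activation above the mean over all tested compounds plus 3 SD, cut at about 0.9% in these data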;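 note: 0% = DMSO-only wells and 100% = 3 µM delta7-dafachronic acid wells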
DAX1 inh-2: DAX1 (NR0B1) inhibitors on StAR promoter, primary screen, cell-based, luminescence, SF-1 (NR5A1), full-length DAX-1 | 370,000 tested, 1.1% active | inhibition, % at 6.8 µM | HEK293T StAR-luciferase reporter, SF-1/DAX-1 repression relief | AID 652010, 2013;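 active = inhibition above the mean over all tested compounds plus 3 SD, cut at about 3.6% in these data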;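 note: 0% = DAX-1 cells with DMSO and 100% = cells lacking DAX-1 with DMSO; higher inhibition means more luminescence from relief of DAX-1 repression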
hgDAF12 agonist: H. glycines DAF-12 receptor agonists, primary screen, cell-based, luminescence, HEK293, GAL4 fusion, UAS-luciferase. HEK293 GAL4-hgDAF12 UAS-luciferase reporter, agonist luminescence; normalized to butyrate control. activation, % at 6.8 µM. 370,000 tested, 1.8% active;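 active = activation above a cutoff set at the mean of all screened compounds plus 3 SD, cut at about 10% in these data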;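 note: 0% = DMSO wells and 100% = sodium butyrate wells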
PG9 binder: binders of HIV-1 gp120 antibody PG9, primary screen, biochemical, TR-FRET. HIV-1 gp120 / PG9 antibody interaction. TR-FRET gp120-PG9 antibody binding. inhibition, % at 6.7 µM. 360,000 tested, 0.43% active; in the data active = inhibition above about 8.5%
sPLA2-III inh: human group III sPLA2 inhibitors, primary screen, biochemical, QFRET, BODIPY PC-A2 liposome substrate; QFRET BODIPY PC-A2 liposome hydrolysis, fluorescence; inhibition, % at 12.2 µM; 370,000 tested, 0.56% active; AID 743126, 2013;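 active = inhibition above mean plus 3 SD of compounds lying within the high and low control bounds, cut at about 19% in these data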;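 note: 0% = median of test compound wells and 100% = no enzyme DMSO wells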
SMARCA2 act: SMARCA2 (BRM) function activators, primary screen, cell-based, luminescence, high throughput. MG213 cells, MMTV-luciferase reporter, dexamethasone, overnight. activation, % at 9.1 µM. 370,000 tested, 1% active. AID 652017, 2013; in the data active = activation above about 7.8%;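 note: 0% = vehicle wells and 100% = reference activator wells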
Active calls of the source: *; . = no result given.

SMILES	DAX1 inh-1	GAA850 FXN act	hcDAF-12 act	PLC-beta3 inh	NR1D1 modulator	ssDAF-12 act	DAX1 inh-2	hgDAF12 agonist	PG9 binder	sPLA2-III inh	SMARCA2 act
O=S(=O)(Nc1ccc(Nc2ccccc2)cc1)c1ccc(F)cc1	-1.4	0.5	0.0	-4	2	-1.9	0.1	-0.5	-1.9	2	-6
Cc1ccc(/C=N/NC(=O)c2ccc(-n3cnnn3)cc2)cc1	-0.5	-3.3	-1.3	-3	0	-1.0	-1.1	-0.3	-2.3	0	1
CCOC(=O)c1sc(-c2ccc(OC)cc2)cc1NC(C)=O	0.8	6.5	0.8	-72	6	-0.9	-0.4	2.0	5.0	8	2
CC(=O)Nc1ccc2c(COC(=O)CC3Sc4ccccc4NC3=O)cc(=O)oc2c1 (configuration not stated)	0.1	2.6	3.0	-74	53*	-0.1	-0.2	4.3	-3.1	-3	0
CCNC(=O)C(=O)NCC1CCCN1S(=O)(=O)c1cccs1 (configuration not stated)	0.1	1.3	0.2	-7	-3	-0.1	0.4	0.1	2.7	9	-2
CC(=O)c1cc2c(cc1NC(=O)Nc1cccc(Cl)c1)OCCO2	-0.2	-1.6	1.5	-274	-2	-0.5	0.9	0.9	-0.8	-2	1
CC1CCN(CC(=O)Nc2ccc(C(=O)N3CCCCC3)cc2)CC1	1.6	-0.9	-0.1	-10	-8	-0.8	0.0	1.0	-1.1	13	-1
NS(=O)(=O)c1ccc(N=Nc2ccc(O)c3ncccc23)cc1	-2.4	-2.7	-2.9	-6	-5	-1.2	-2.2	-9.1	-17	46*	-3
COC(=O)C[C@H]1CC[C@H](NC(=O)Nc2ccccc2)[C@@H](CO)O1	.	.	-0.5	2	1	-0.4	1.6	1.5	0.2	10	-6
O=C(NCCCn1ccnc1)/C(=C/c1ccco1)NC(=O)c1cccs1	-0.4	1.1	-1.7	-1	-3	-1.2	0.0	1.0	1.1	-5	2
Cc1cc(=O)oc2cc(NC(=O)c3ccc(OC(F)F)cc3)ccc12	0.3	2.4	0.5	-34	10	-0.3	-0.1	7.2	2.2	3	-3
O=C(c1ccccc1)N(Cc1cccs1)C1CCS(=O)(=O)C1 (configuration not stated)	-0.2	4.3	-1.7	3	-5	-1.3	1.1	-0.9	-2.5	-5	0
CC(C)COC(=O)N(C)c1ccc(C(O)(C(F)(F)F)C(F)(F)F)cc1	-0.2	-0.2	-1.0	-1	-3	-1.3	0.4	-0.8	-0.2	2	1
O=C(c1ccc(S(=O)(=O)Cc2ccccc2F)c([N+](=O)[O-])c1)N1CCCCCC1	-0.1	-2.8	-0.7	-3	1	-1.9	-2.2	-3.3	0.4	-6	-1
CC1CN(C(=O)C2CC2)C(C)CN1C(=O)C1CC1 (configuration not stated)	-0.4	-2.0	-0.3	3	4	-0.9	-0.4	0.5	1.1	25*	-4
Cc1ccc(N(CC(=O)NCC2CCCO2)C(=O)CCC(=O)Nc2cc(C)on2)cc1 (configuration not stated)	-0.5	1.0	1.5	0	4	-0.1	0.0	1.0	-1.2	-4	0
C/C=C/Cn1cccc(C(=O)Nc2ccc(OC)cc2)c1=O	-0.2	1.4	-1.5	6	-2	0.4	-0.3	2.8	-0.8	-4	-1
COc1ccc(C)cc1NC(=O)c1ccccc1NS(=O)(=O)c1cccc2cccnc12	3.5	1.6	3.2	6	9	-0.5	-0.1	0.4	-0.9	-5	8.1*
Cc1ccc(C(=O)O/N=C(\N)Cc2ccc([N+](=O)[O-])cc2)c(Cl)c1	1.1	0.4	-1.6	-7	-3	-1.1	-0.4	0.0	-0.1	-7	0
O=C1NC[C@H](CCCCN2C[C@H](Cc3ccc(O)cc3)N(CCc3ccc(O)cc3)C(=O)C2=O)N(CCc2ccc(O)cc2)C1=O	.	.	0.3	-1	1	-0.2	-0.5	4.6	-1.1	-3	-3
O=C(NC1CCc2ccccc21)C12CN(Cc3ccccc3)CC1C(c1cccc([N+](=O)[O-])c1)=NO2 (configuration not stated)	0.3	-2.0	0.0	3	2	-1.2	-1.0	2.2	-1.2	-6	0
O=[N+]([O-])c1ccc(CSc2nc3ccccc3o2)cc1	1.3	5.6	3.6	1	4	0.5	3.6*	12*	1.7	-1	2
CCN1CNC(=S)N(CCc2ccccc2)C1	-0.5	3.8	0.6	2	-8	-1.3	0.2	-0.4	0.1	9	0
CC(C)(C)c1cc(CN2CCCC(O)C2)c(O)c(C(C)(C)C)c1 (configuration not stated)	2.1	4.0	-0.1	1	22	-1.6	0.3	-1.9	1.5	-1	0
O=S1(=O)c2ccc(N3CCC[C@@H]3CO)cc2O[C@H]2CCN1C2	.	.	1.9	-23	-4	-0.8	-0.3	-2.6	.	6	-1
COc1cccc(-c2ccc(SCC(=O)NCCc3ccccc3)nn2)c1	-0.7	-0.7	4.5	-5	-1	-1.3	-2.6	3.1	-11	-5	1
Fc1cc(F)c(CSc2nnc(-c3cccnc3)n2Cc2ccccc2)cc1F	.	.	-1.9	1	-4	-1.3	0.5	-1.2	.	-3	2
COCCNc1nc(SCC(=O)N2CCN(c3ccccc3)CC2)nc2ccccc12	1.0	0.4	-1.0	0	0	-1.6	-1.0	-2.7	-0.7	-3	4
OC1CC2CCC(C1)N2CCCN1c2ccccc2Sc2ccc(Cl)cc21 (configuration not stated)	0.1	-1.1	-1.9	-12	0	-1.8	0.3	1.4	-4.5	2	3
CCOC(=O)c1c(NC(=O)COc2cccc3c2CCN(C)C3=O)sc2c1CCC2	-0.1	-0.6	-1.1	-2	-1	-1.1	-0.3	-0.6	-2.0	0	-1

The final three records of the section above come first, to join the parts.
SMILES	DAX1 inh-1	GAA850 FXN act	hcDAF-12 act	PLC-beta3 inh	NR1D1 modulator	ssDAF-12 act	DAX1 inh-2	hgDAF12 agonist	PG9 binder	sPLA2-III inh	SMARCA2 act
COCCNc1nc(SCC(=O)N2CCN(c3ccccc3)CC2)nc2ccccc12	1.0	0.4	-1.0	0	0	-1.6	-1.0	-2.7	-0.7	-3	4
OC1CC2CCC(C1)N2CCCN1c2ccccc2Sc2ccc(Cl)cc21 (configuration not stated)	0.1	-1.1	-1.9	-12	0	-1.8	0.3	1.4	-4.5	2	3
CCOC(=O)c1c(NC(=O)COc2cccc3c2CCN(C)C3=O)sc2c1CCC2	-0.1	-0.6	-1.1	-2	-1	-1.1	-0.3	-0.6	-2.0	0	-1
COc1ccccc1/C=N/N1C(=O)c2cccc3cccc(c23)C1=O	-0.1	1.5	2.3	-14	5	-0.2	1.9	1.5	1.0	-3	-1
CC(C)(C)CC(=O)Nc1ccc(C(N)=O)cc1	2.4	2.7	0.6	-2	-2	-0.6	-0.7	1.4	0.9	4	0
COc1ccc(Cc2c(-c3cccc(Br)c3)nc3ccc(Br)cn23)c(C)c1	.	.	0.8	-13	4	-0.2	5.1*	3.9	-0.3	0	7
C=CCN(C(=O)CNC(=O)c1ccco1)C(C(=O)NC1CCCCC1)c1ccc(OC)cc1 (configuration not stated)	-0.3	1.6	-2.1	4	5	-1.2	-0.6	-0.7	1.0	-4	-4
Cc1ccc(C2C3=C(CCCC3=O)N=C3c4ccccc4C(=O)C32)cc1 (configuration not stated)	-1.1	0.7	-5.3	2	6	-1.4	-1.4	-1.4	-7.4	1	3
CCOC(=O)c1sc(NC(=O)CN2C(=O)NC3(CCCCCCC3)C2=O)c(C(=O)OCC)c1C	0.0	0.1	-1.0	-19	28*	-0.7	0.0	3.1	-0.3	1	0
CCOC(=O)/C(C#N)=C\c1cc(C)n(-c2ccccc2)c1C	5.3*	-9.1	-0.1	-18	1	-1.8	-0.7	-4.0	-1.6	-3	0
COc1ccc(CC(=O)N(C)c2ccccc2)cc1S(=O)(=O)N1CCOCC1	0.9	-0.9	0.0	-3	-2	-1.8	1.1	3.1	1.1	-7	-4
Cc1ccccc1CNC(=O)C1CCN(c2nnc(N3CCCC3=O)s2)CC1	-1.1	1.9	-0.7	1	3	-1.3	0.6	-4.3	-1.6	-4	-1
C/C(=N\NC(=S)NC(C)C)c1ccc(-n2ccnc2)cc1	-0.5	0.5	-1.1	-2	-4	-1.3	-1.2	0.1	-0.3	4	0
Cc1ccc(S(=O)(=O)N2CCC[C@H]2C(=O)OCC(=O)N2c3ccccc3NC(=O)C2(C)C)cc1	1.1	0.3	-0.6	-6	-7	-1.6	-0.2	1.6	0.1	-10	0
COc1ccc(CC(=O)NNC(=S)Nc2ccccc2)cc1Br	0.1	-2.4	-1.8	0	2	-0.8	-0.3	-0.7	2.1	19	2
Cc1c(C)c2ccc(OCC(=O)Nc3cccnc3)cc2oc1=O	0.0	-1.4	0.1	-21	6	-1.0	-0.5	-1.5	0.6	3	0
CCNc1nc(Oc2ccc(=O)[nH]n2)nc(SC)n1	0.5	-0.5	-2.6	2	5	-0.7	0.4	-1.4	2.2	1	-4
CC(C(=O)Nc1ccc(Cl)cc1Cl)N1C(=O)NC2(CCCC2)C1=O (configuration not stated)	0.4	1.3	-1.8	-11	3	-0.9	-0.3	-0.2	0.2	7	-1
CCOC(=O)C1(Cc2ccccc2)CCN(Cc2cnn(CC)c2)CC1	0.0	0.1	-0.4	-1	4	-1.5	0.0	1.7	0.3	2	-1
CCOC(=O)[C@]12CCCC3=C1N(CCC3)C(=O)[C@@H](CC(=O)NCCCOC)C2	.	.	-1.3	1	3	-0.5	-0.5	1.5	.	7	1
CCCSc1nc(C)c(CC(=O)O)c(=O)[nH]1	1.6	1.4	-0.2	0	0	-1.3	0.7	-2.3	1.0	0	0
Cc1onc(-c2ccccc2)c1C(=O)N1CCN(S(=O)(=O)c2ccc3c(c2)OCCO3)CC1	0.6	-0.9	0.2	1	-5	-0.8	0.4	1.7	-1.8	-1	-1
O=C(CSc1nnc(CNC(=O)c2ccco2)o1)Nc1ccc(Br)cc1	-0.4	0.0	-1.0	-4	-3	-0.8	-0.1	-0.1	-1.8	-7	0
CC(C)c1ccc(N2C(=NC(=O)C3CCCO3)SC3CS(=O)(=O)CC32)cc1 (configuration not stated)	0.5	-1.0	-0.8	-10	-5	-0.9	-0.1	-1.7	-0.1	3	-2
CC(C)Cn1ccc(=O)n(CC(C)C)c1=O	-1.8	1.9	-0.7	-1	-6	-0.3	-0.3	-1.6	0.0	16	-4
